Bioassay records (PubChem BioAssay)
ALOX12 inh – ALOX12 (human) lipoxygenase inhibition | P18054 | purified 12hLO, xylenol orange hydroperoxide absorbance | Potency, µM (series often up to 108 µM), for the others: at the highest dose activity change, negative = inhibition, hits mostly inhibitors | 580,000 compounds, 1.1% hits | AID 1671190; also: % is scaled to controls: 0 for no effect and ±100 for the full control effect
Target sequence (P18054 whole entry, looked up): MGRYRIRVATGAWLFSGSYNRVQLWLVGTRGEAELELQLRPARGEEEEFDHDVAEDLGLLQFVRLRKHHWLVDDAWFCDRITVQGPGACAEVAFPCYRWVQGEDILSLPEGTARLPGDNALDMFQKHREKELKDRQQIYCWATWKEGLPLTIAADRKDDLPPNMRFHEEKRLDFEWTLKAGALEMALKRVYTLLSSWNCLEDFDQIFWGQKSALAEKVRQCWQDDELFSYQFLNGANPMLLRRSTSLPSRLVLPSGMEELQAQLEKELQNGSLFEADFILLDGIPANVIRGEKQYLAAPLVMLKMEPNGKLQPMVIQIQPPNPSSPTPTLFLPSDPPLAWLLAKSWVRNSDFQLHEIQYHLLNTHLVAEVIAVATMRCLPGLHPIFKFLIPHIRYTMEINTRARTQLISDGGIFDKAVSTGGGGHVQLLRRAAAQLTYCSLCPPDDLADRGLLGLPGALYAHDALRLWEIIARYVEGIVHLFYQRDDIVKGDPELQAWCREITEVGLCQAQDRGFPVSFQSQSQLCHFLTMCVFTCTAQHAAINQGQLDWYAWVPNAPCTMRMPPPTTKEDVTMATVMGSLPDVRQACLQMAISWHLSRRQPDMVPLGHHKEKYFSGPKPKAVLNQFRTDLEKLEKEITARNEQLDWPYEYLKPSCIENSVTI
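Purified human 12hLO at 150 nM in 25 mM Hepes, 0.01% Triton X-100, pH 7.0, preincubated 15 min at room temperature with compound. Reaction started with 40 uM arachidonic acid, 30 min at room temperature. Hydroperoxide measured by Fe-xylenol orange, 573/405 nm absorbance ratio.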
Tb PGK inh – blocks T. brucei phosphoglycerate kinase; PGK/GAPDH coupled, Kinase-Glo luminescence, 60 min; AID 602233; 380,000 compounds, 0.043% hits; Potency, µM (series often up to 57.5 µM), without a hit: at the top dose activity change, negative = inhibition, actives largely listed as inhibitors; P07378; also: % is scaled to controls: 0 for no effect and ±100 for the full control effect; nearly all actives have a fitted effect of over 60% in size
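Recombinant glycosomal PGK reaction used 1,3-bisphosphoglycerate generated in-well by GAPDH (100nM final) in 100mM TEA pH 7.6, 5mM MgCl2, 0.01% Tween-20. After 60 minutes at room temperature, ATP was read by Kinase-Glo Plus luminescence end-point.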
ERG-DNA inh – blocks human ERG Ets domain binding to DNA; P11308; fluorescence polarization, His-ERG Ets domain / labelled DNA; Potency, µM (series often up to 76.9 µM), inactives show top-dose FP activity, negative = inhibition, usual class: inhibitors; 370,000 compounds, 0.028% hits; AID 624246; active = well fitted inhibition curve with a large enough effect in the polarisation, with a control signal flat; inconclusive = small, poorly fitted or top-dose-only effect, or effect the other way, or a change in a side signal; inactive = no such curve, though single readings can be large or run the other way; the % refers to the polarisation;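 also: polarization taken with two DNA probes labelled with fluorescein and Texas red; % of control where 0% means no effect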
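His-tagged ERG Ets domain (1 uM in the protein solution; 300mM KCl, 50mM Tris-HCl, 1mM EDTA, 1mM DTT, pH 7.5) received compound, then a probe mix of 5 nM fluorescein-DNA and 100nM Texas-615-DNA. Fluorescence polarization was read for both dyes.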
Pin1 inhibitor – inhibitors of human Pin1. Q13526. Pin1 FP peptide displacement, HiFluor488, 10 min. Potency, µM (doses to about 115 µM), for inactives: top-dose activity, negative = inhibition, hits mostly inhibitors. 390,000 compounds, 0.009% hits; active = well fitted inhibition curve with a large enough effect in the polarisation, with a control signal flat, not every such curve was filed as active; inconclusive = small, poorly fitted or top-dose-only effect, or effect the other way, or a change in a side signal; inactive = no such curve, though single readings can be large or run the other way; the % refers to the polarisation; also: % is scaled to controls: 0 for no effect and ±100 for the full control effect
Target sequence (Q13526 whole entry, looked up): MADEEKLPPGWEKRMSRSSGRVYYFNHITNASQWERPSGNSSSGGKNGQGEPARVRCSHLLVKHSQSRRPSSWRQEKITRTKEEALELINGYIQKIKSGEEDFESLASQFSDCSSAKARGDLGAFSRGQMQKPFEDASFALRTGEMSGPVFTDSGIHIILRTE
RGS4 inh – human RGS4 inhibition; P49798; Transcreener GDP fluorescence polarization, RGS4-accelerated GTP hydrolysis; Potency, µM (highest dose often 114 µM), without a hit: at the top dose activity change, negative = inhibition, hits mostly inhibitors; 390,000 compounds, 0.039% hits; AID 504845; also: % is scaled to controls: 0 for no effect and ±100 for the full control effect; nearly all actives have a fitted effect of over 75% in size; some results filed as inactive show a strong effect at the top dose
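MLSMR compounds (23 nl, pin-transferred) preincubated 10 min at room temperature with a 500nM (2x) first reagent, then RGS4 at 900nM (2x) plus Transcreener GDP mix added; fluorescence polarization (620/688 nm) read before and after 90 min at 30 °C.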
JMJD2A Tudor inh – blocks the human JMJD2A Tudor domain | AlphaScreen JMJD2A-Tudor / H3K4me3 peptide binding | Potency, µM (doses to about 114 µM), for the others: top-dose activity change, negative = inhibition, most hits filed as inhibitors | 390,000 compounds, 4.4% hits | AID 504339; also: % is scaled to controls: 0 for no effect and ±100 for the full control effect; nearly all actives have a fitted effect of over 50% in size
rTrxR1 inhibitor – rat TrxR1 inhibition | O89049 | recombinant rTrxR1, NADPH fluorescence consumption, selenite substrate | Potency, µM (highest dose often 114 µM), for inactives: top-dose activity change, negative = inhibition, usual class: inhibitors | 390,000 compounds, 1% hits; also: % is scaled to controls: 0 for no effect and ±100 for the full control effect; nearly all actives have a fitted effect of over 65% in size
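Rat TrxR1 (90 nM in the dispensed reagent) was pre-reduced with 400 uM NADPH for 5 min at room temperature, then incubated with compound for 15 min. After 400 uM selenite was added, NADPH fluorescence (Ex 340/Em 450 nm) was followed for 8 min.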
GLS inh – glutaminase GLS (human) inhibition; AID 624170; Potency, µM (series often up to 45.5 µM), for inactives: at the top dose activity change, negative = inhibition, actives largely listed as inhibitors; 410,000 compounds, 0.21% hits; GLS enzymatic activity, qHTS titration; O94925; also: % is scaled to controls: 0 for no effect and ±100 for the full control effect
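Two-point fluorescence kinetic (t0, 30 min RT) for hKGA; glutamate detected via glutamate oxidase–HRP–Amplex Red. Substrate: 1 mM L-glutamine solution; buffer 45 mM KH2PO4, pH 8.2.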
HP1b binding inh – inhibitors of HP1-beta chromodomain binding to methylated histone tails; P83916; AlphaScreen HP1-beta / biotin-H3K9me3 peptide binding; Potency, µM (series often up to 114 µM), for the others: at the top dose activity change, negative = inhibition, hits mostly inhibitors; 390,000 compounds, 0.56% hits; also: nearly all actives have a fitted effect of over 70% in size; inactives centre near 23
Target sequence (P83916 whole entry, looked up): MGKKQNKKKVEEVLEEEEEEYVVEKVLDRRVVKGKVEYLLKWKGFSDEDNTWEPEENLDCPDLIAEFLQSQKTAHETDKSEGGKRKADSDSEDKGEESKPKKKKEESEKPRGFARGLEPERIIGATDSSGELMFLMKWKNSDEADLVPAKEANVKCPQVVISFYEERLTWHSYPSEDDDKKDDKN
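Compound inhibition of the preformed complex between 50 nM HP1-beta and 50 nM biotinylated H3K9me3 peptide was read by AlphaScreen. Buffer was PBS pH 7.4 with 0.01% Tween-20. Incubations ran 30 min at room temperature, with 10 ug/mL donor/acceptor beads.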
Numbers without * were called inactive; i = inactive; ? = inconclusive; . = no result given; & = joins results of further samples; [ ] = dose if it differs, or a comment. Unless noted, calls follow the shape of the dose curve; as a rule, active = well fitted curve in the direction sought with a large enough effect; inconclusive = small, poorly fitted or top-dose-only effect, or another doubt; inactive = no such curve, though single readings can be large; an effect the other way counts as inactive or inconclusive. Potency is read from the fitted curve at half-maximal effect. Only part of the results is shown; the hit share may differ from the screen's.

SMILES | ALOX12 inh | Tb PGK inh | ERG-DNA inh | Pin1 inhibitor | RGS4 inh | JMJD2A Tudor inh | rTrxR1 inhibitor | GLS inh | HP1b binding inh
CN(/N=C/c1cccnc1)c1cnn(-c2ccc(F)c(Cl)c2)c(=O)c1Cl | 0% | -3% | -1% | 49%[activator] | -23% | -28% | 17% | -8% | 30%
CSCCC(NC=C1C(=O)OC(C)(C)OC1=O)C(=O)O (stereo unspecified) | 1% | -10% | -10% | 2% | 8% | 79µM* | 21%[57.1 µM] | -7% | 15%
Cc1ccc(S(=O)(=O)NC2CCCCC2)c2nsnc12 | 1% | -9% | -9% | -2% | 2% | -4% | -15% | -2% | 12%
Cc1sc2c(c1C)c(=O)n(CCc1ccccc1)c(=O)n2Cc1ccc(F)cc1 | -19% | . | -1% | -4% | -3% | 0% | 30% | -3% | -8%
Cc1nc(N/C(N)=N/S(=O)(=O)c2ccccc2)nc2ccccc12 | -1%&-3% | 0% | 13% | 15% | 4% | -18% | -3%[2.29 µM] | -5% | 6%[57 µM]
CC(C)NC(=O)N(C)C[C@H]1Oc2c(cccc2N(C)C)C(=O)N([C@H](C)CO)C[C@@H]1C | -4% | -10% | 9% | 7% | -11% | -12% | -7% | 21% | 81%[activator]
O=C(Cn1c(=S)[nH]c2ccccc2c1=O)N1CCN(c2ccccc2)CC1 | 2% | -2% | -6% | -3% | 8% | -10% | 13%[57.1 µM] | -3% | 24%
Cc1cc(C(=O)Nc2nncs2)oc1C | -15% | -11% | -1% | -7% | 15% | -16% | 23%[11.4 µM] | -3% | 12%
Cc1ccc(C2CC2c2n[nH]c(=S)n2-c2cccc(Cl)c2)cc1 (stereo unspecified) | ? | -10% | -8% | -1% | -33% | ? | -27% | 11% | -9%
COC(=O)c1cc(C(=O)OC)cc(S(=O)(=O)Nc2ccc(Cl)c(N)c2)c1 | -6% | -2% | 5% | -5% | 1% | -8% | 8% | 14% | 24%
COc1ccc(S(=O)(=O)N2CCC(C(=O)N3CCCC3)CC2)cc1Cl | 385%[activator] | 3% | 0% | -5% | -3% | 0% | 7% | 20% | 29%
CC(C)CC(NS(=O)(=O)c1ccc2[nH]c(=O)c(=O)[nH]c2c1)C(=O)O (stereo unspecified) | 20% | i | 5% | -2% | -5% | -9% | -16%[57.1 µM] | 12% | 19%
O=C(Nc1cc(Cl)cc(Cl)c1)C1CC(=O)N(C2CCCC2)C1 (stereo unspecified) | -28% | i | 8% | -2% | -13% | -14% | -3% | -2% | 38%
COc1cccc(CN2CCN(C(=O)c3cc(-c4ccncc4)nc4ccc(C)cc34)CC2)c1 | 24% | -6% | -8% | -14% | 2% | -35% | -27% | -2% | 2%
CS(=O)(=O)Nc1ccccc1C(=O)NCC1(N2CCCCC2)CCCCC1 | 17% | -7% | -4% | 1% | 1% | 8% | 22% | 14% | 41%[activator]
COc1ccc(CCCC(=O)NCCc2ccccc2)cc1 | 17% | 7% | -1% | 2% | -5% | 9% | 19% | -2% | 66%[activator]
CN(CC(=O)Nc1ccc(F)c(F)c1F)C(=O)c1ccc(=O)[nH]c1 | 0% | -3% | -17% | -1% | 16% | -3% | 10% | -9% | 23%
Cc1nnc(NC(=O)CSc2nnc(Cc3cccn3C)n2C)s1 | 2%[57.4 µM] | 0% | 4% | -8% | -15% | -15% | -9%[57.1 µM] | 2% | 15%
COc1ccc(-n2c(-c3ccc(Cl)cc3)c[n+]3c2CCCCC3)cc1 | 483%[activator] | i | 12% | -11% | 0% | -14% | -29% | -4% | 48%[activator]
CCn1c(SCc2cc(=O)[nH]c3ccccc23)nnc1C1CC1 | -16% | -7% | -20% | 2% | 6% | -9% | -15% | -9% | 37%
O=C(N/C=C/n1cnc2cc(C(F)(F)F)ccc21)c1ccccc1 | 2% | 0% | -1% | -1% | -4% | -1% | 13%[57.1 µM] | 8% | 29%
CC(=O)Oc1ccc(C2(C)CC(C)(C)NC(=S)N2C)c(OC(C)=O)c1 (stereo unspecified) | -14% | -4% | 20% | 2% | -14% | -23% | 6% | 0% | 23%
C=CCNC(=O)c1ccc(CNS(=O)(=O)c2ccc(NC(C)=O)cc2)cc1 | 0% | -1% | 3% | -2% | -2% | 3% | 12%[57.1 µM] | -9% | 26%
NC(=O)c1ccccc1NC(=O)CCc1ccccc1 | -17% | i | 7% | 2% | 4% | -14% | -2% | 5% | 27%
Cc1ccc(N2C(=O)C3NN=C(C(=O)OCc4ccccc4)C3C2=O)c(C)c1 (stereo unspecified) | -2% | -2% | 11% | 2% | 7% | -11% | -11%[57.1 µM] | -1% | 35%
Next part.
SMILES | ALOX12 inh | Tb PGK inh | ERG-DNA inh | Pin1 inhibitor | RGS4 inh | JMJD2A Tudor inh | rTrxR1 inhibitor | GLS inh | HP1b binding inh
CCCOc1c(Cl)cc(C(=O)NC)cc1OC | -4% | -6% | 11% | -1% | 15% | -1% | 7%[57.1 µM] | 2% | 27%
Cc1ccc(-n2nc3ccc(NC(=S)NC(=O)/C=C/c4ccco4)cc3n2)cc1 | ? | i | 11% | -2% | -26% | -18% | -12% | -3% | 28%
COC(=O)c1ccccc1S(=O)(=O)N1CCC(C(=O)NCc2ccco2)CC1 | ? | -8% | -9% | 0% | -2% | -13% | 15% | 2% | 16%
COc1ccc(S(=O)(=O)NCCC(=O)OCC(=O)c2ccc[nH]2)cc1[N+](=O)[O-] | 7% | i | -6% | 4% | 2% | ? | 6% | -11% | 10%
Cc1ccc(N2C(=O)N3[C@H]4c5ccccc5OC[C@@H]4[C@@H](c4ccccc4)[C@@]3(C)C2=O)cc1 | . | -5% | 10% | -3% | 11% | -22% | 26% | -1% | -2%
O=C(CSc1ccc(Cl)cc1)Nc1ccc(N2CCN(c3ccccc3)CC2)c(F)c1 | 16% | i | -1% | -11% | -36% | -17% | 35%[57.1 µM] | -1% | 22%
COc1ccc(C2Nc3ccccc3C(=O)N2C2CCCCC2)cc1 (stereo unspecified) | 0% | 0% | -1% | -1% | -4% | -25% | -3%[57.1 µM] | 11% | 28%
Cc1cc(C)c2c(n1)SCCN2C(=O)Nc1ccc(C(=O)Nc2ccc(C(C)C)cc2)cc1 | -16% | 6% | 3% | -11% | 26% | -7% | -1% | 1% | 14%
O=c1n(-c2ccccc2)c(=O)n2n1CCCC2 | 7% | . | -3% | -1% | 5% | -10% | -1% | 3% | 15%
CCOc1c2ccc(C(=O)NCc3ccco3)cc2nn1CCOC | -12% | i | -7% | ? | -7% | -10% | -7% | -15% | 62%[activator]
CS(=O)(=O)c1ccc(C(=O)Nc2cc(S(C)(=O)=O)ccc2Cl)cc1 | -4% | -4% | 3% | 5% | -9% | -12% | ? | 0% | 11%
Cc1ccc(S(=O)(=O)N2CCOCC2)c2nsnc12 | -17% | -2% | -1% | 8% | 1% | -5% | 21%[0.457 µM] | 16% | 2%
Cc1cc(C)nc(NC(=O)c2ccc(Br)cc2)n1 | 0% | -1% | -2% | 4% | -22% | -10% | 22% | -6% | -9%
O=C(Cc1ccc(F)cc1)Nc1cccc(-c2nc3cccnc3s2)c1 | 4% | -3% | 3% | 1% | -2% | -17% | 8% | -9% | 15%
Cc1ccccc1-c1noc(-c2ccccc2C(=O)NCc2ccco2)n1 | ? | -1% | 4% | -3% | -6% | -17% | -37% | -14% | ?

Sorted by count of non-hydrogen atoms (rising): 9 of the compounds above.
SMILES | ALOX12 inh | Tb PGK inh | ERG-DNA inh | Pin1 inhibitor | RGS4 inh | JMJD2A Tudor inh | rTrxR1 inhibitor | GLS inh | HP1b binding inh
CCCOc1c(Cl)cc(C(=O)NC)cc1OC | -4% | -6% | 11% | -1% | 15% | -1% | 7%[57.1 µM] | 2% | 27%
Cc1ccc(S(=O)(=O)N2CCOCC2)c2nsnc12 | -17% | -2% | -1% | 8% | 1% | -5% | 21%[0.457 µM] | 16% | 2%
CS(=O)(=O)c1ccc(C(=O)Nc2cc(S(C)(=O)=O)ccc2Cl)cc1 | -4% | -4% | 3% | 5% | -9% | -12% | ? | 0% | 11%
COc1ccc(C2Nc3ccccc3C(=O)N2C2CCCCC2)cc1 (stereo unspecified) | 0% | 0% | -1% | -1% | -4% | -25% | -3%[57.1 µM] | 11% | 28%
O=C(Cc1ccc(F)cc1)Nc1cccc(-c2nc3cccnc3s2)c1 | 4% | -3% | 3% | 1% | -2% | -17% | 8% | -9% | 15%
Cc1ccccc1-c1noc(-c2ccccc2C(=O)NCc2ccco2)n1 | ? | -1% | 4% | -3% | -6% | -17% | -37% | -14% | ?
COc1ccc(S(=O)(=O)NCCC(=O)OCC(=O)c2ccc[nH]2)cc1[N+](=O)[O-] | 7% | i | -6% | 4% | 2% | ? | 6% | -11% | 10%
Cc1ccc(N2C(=O)N3[C@H]4c5ccccc5OC[C@@H]4[C@@H](c4ccccc4)[C@@]3(C)C2=O)cc1 | . | -5% | 10% | -3% | 11% | -22% | 26% | -1% | -2%
Cc1cc(C)c2c(n1)SCCN2C(=O)Nc1ccc(C(=O)Nc2ccc(C(C)C)cc2)cc1 | -16% | 6% | 3% | -11% | 26% | -7% | -1% | 1% | 14%
